Source: PubChem BioAssay
GRP78 ERSR act: induces the endoplasmic reticulum stress response in human glioma cells | Potency, µM, without a hit: at the top dose activation, usual class: activators | AID 602332 | U87-MG GRP78 promoter luciferase reporter, 16 h | actives 0.02% (n = 420,000); note: potency is the fitted concentration of half-maximal effect; series mostly up to about 76 µM; % of control where 0% means no effect; nearly all actives have a fitted effect of over 35% in size
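Stably transfected U87-MG glioma cells carrying a GRP78-based luciferase sensor; 16 h compound incubation. Luminescence end-point read 10 min after Bright-Glo addition at room temperature.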
LDHA block: blocks human lactate dehydrogenase A; P00338; activity change, % (values are at about 110 or 230 µM); actives 0.15% (n = 480,000); purified LDHA, NADH/diaphorase-resazurin fluorescence; active compounds read low; in the data active = activity change below about -30%; inconclusive = mostly about -25% to -30%;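 note: plate controls were DMSO wells for no effect and wells without enzyme for full effect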
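Human LDH5 (2 nM) was incubated with 0.06 mM NADH and 0.2 mM pyruvate for 5 min at room temperature in Tris pH 7.4. Remaining NADH was coupled through diaphorase/resazurin, and resorufin fluorescence was read at 0 and 20 min.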
Vif-A3G inh: inhibitors of Vif-APOBEC3G interaction; HeLa A3G-eYFP + Vif (tagged APOBEC3G with the HIV-1 protein that degrades it), YFP fluorescence, overnight; Q9HC16; actives 0.076% (n = 410,000); Potency, µM (series often up to 46.1 µM), without a hit: top-dose activity, negative = active, most hits filed as inhibitors; AID 602310;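 note: potency is the fitted concentration of half-maximal effect; % is set by controls: 0 for no effect and ±100 for the full control effect; nearly all actives have a fitted effect of over 60% in size; hits raise eYFP signal because A3G escapes Vif-driven loss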
Target sequence (Q9HC16 whole entry, looked up): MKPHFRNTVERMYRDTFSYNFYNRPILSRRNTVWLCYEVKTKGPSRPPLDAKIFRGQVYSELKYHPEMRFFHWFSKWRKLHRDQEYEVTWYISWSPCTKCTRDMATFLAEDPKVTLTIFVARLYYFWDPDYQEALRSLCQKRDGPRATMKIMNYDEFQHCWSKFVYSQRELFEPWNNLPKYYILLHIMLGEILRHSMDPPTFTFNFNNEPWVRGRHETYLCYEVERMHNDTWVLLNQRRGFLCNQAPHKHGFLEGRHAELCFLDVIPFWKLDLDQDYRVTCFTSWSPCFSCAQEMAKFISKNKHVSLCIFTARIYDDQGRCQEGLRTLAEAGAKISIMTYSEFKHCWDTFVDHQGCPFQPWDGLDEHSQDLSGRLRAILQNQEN
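HeLa cells stably expressing Vif and C-terminally eYFP-tagged A3G, seeded overnight at 37 deg C, then exposed to compound by pintool overnight at 37 deg C. Rise in yellow fluorescence (Ex 488/Em 500-530, Acumen) marks blocked Vif-driven A3G degradation.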
Active calls of the source: *; ? = inconclusive. Unless noted, calls come from the whole dose curve; as a rule, active = well fitted curve in the direction sought with a large enough effect; inconclusive = small, poorly fitted or top-dose-only effect, or another doubt; inactive = no such curve, though single readings can be large; an effect the other way counts as inactive or inconclusive.

SMILES	GRP78 ERSR act	LDHA block	Vif-A3G inh
CN(c1cccc(F)c1)c1cc2c(c3c1ccn3C)C1CCC2O1 (stereo not drawn)	-2%	3	-28%
COCCNC(=O)C1(C)CCN(C(=O)c2nc(C)oc2C)C1 (stereo not drawn)	1%	2	0%
CCn1c2ccccc2c2cc(/C=C3\C=Cc4ccccc43)ccc21	-2%	-4	-6%
N#C/C(=C\c1cccn1S(=O)(=O)c1cccc([N+](=O)[O-])c1)S(=O)(=O)c1ccc(F)cc1	-3%	-7	-1%
Cc1cc(C)nc(Nc2nc(C(N)Cc3ccc(C(F)(F)F)cc3)cs2)n1 (stereo not drawn)	-12%	1	0%
CCCNC(=O)C1(C)CCCN(C(=O)c2cc(F)ccc2C)C1 (stereo not drawn)	-3%	-4	-3%
Cn1cc(-c2csc(C(O)(c3ccccc3)C(F)(F)F)n2)cn1 (stereo not drawn)	0%	-6	-4%
COc1cc(C=C(C#N)C(=O)c2ccccc2)cc(OC)c1OC	-3%	-6	0%
COc1ccc(Cl)cc1-c1cc(C(=O)NCC2CCCCC2)[nH]n1	-3%	-7	2%
CSCC[C@@H](CO)NC(=O)[C@H]1O[C@@H](n2ccc(N)nc2=O)[C@H](O)[C@@H]1O	-3%	-3	-1%
NC(c1ccc(F)c(F)c1)c1nc(-c2ccc3ccccc3c2)cs1 (stereo not drawn)	4%	-1	-5%
CC(C)N1CCC1(C)C(=O)Nc1ccccc1OC(F)F (stereo not drawn)	-5%	-1	3%
CC(C)c1ccc(NC(=O)c2cc(-c3cc(F)ccc3OCC3CCCO3)n[nH]2)cc1 (stereo not drawn)	-4%	-4	0%
CC(C)(C(=O)N1CCC1(C)C(=O)NS(=O)(=O)c1cccc(F)c1)c1ccccc1 (stereo not drawn)	0%	-8	1%
Cc1ccc2cc(F)c(F)c(F)c2n1	-4%	-4	-4%
Cc1ccc(Cn2c(C)c(C(=O)NCc3ccccc3C(F)(F)F)sc2=O)cc1	1%	-3	3%
CCNC(=O)C1(C)CCCN(C(=O)c2cccnc2Oc2ccccc2)C1 (stereo not drawn)	-1%	-6	1%
COc1cccc(C(C)(O)c2nc(-c3cccc(F)c3)cs2)c1 (stereo not drawn)	-3%	-1	-6%
COc1cccc(-c2cc(NC(C)=O)c3ncc(-c4ccc(OC)c(OC)c4)n3c2)c1	?	2	?
Cc1cc(C)cc(C(O)c2ncc(-c3ccccc3)[nH]2)c1 (stereo not drawn)	-1%	-5	-9%
CC1(C(=O)NCCC#N)CCN1C(=O)c1ccccc1CCc1ccccc1 (stereo not drawn)	0%	-4	-7%
Cn1c(=O)c2cc(NC(=S)NCc3ccccc3F)ccc2n1Cc1ccc(F)cc1	-5%	-5	0%
O=C(Nc1cccc2cccnc12)c1ccc2sc([C@@H]3O[C@H](CO)[C@H](O)[C@H](O)[C@H]3O)nc2c1	0%	6	3%
CN(C)CCNc1nc(-c2ccccc2CO)c2sccc2n1	-2%	-13	-2%
CCOC1=C2CN(S(=O)(=O)c3ccc(C)cc3)[C@@H](c3cccs3)C[C@H]2[C@H]2C(=O)N(c3ccccc3)C(=O)[C@H]2C1	-3%	-13	-1%
CCc1nc2ccc(C(=O)NCc3cccs3)cn2c1N(CC)CCOC	-3%	-6	-4%
COc1ccccc1C=C1CCc2ccccc2C1=O	-1%	4	?
O=C(/C=C/[C@H]1O[C@@H](n2ccc(=O)[nH]c2=O)[C@H](O)[C@@H]1O)NCc1ccc2c(c1)OCO2	-3%	-5	-1%
CCc1nc2c(OCc3ccc(F)cc3)cccn2c1N(C)C(=O)COc1ccccc1	-1%	5	-8%
Cc1cc2nc(-c3cccc(Cl)c3)c(CC(C)(C)C)n2c(C)c1Br	-3%	-5	-4%
COc1ccc(CN(C)C(=O)[C@H]2O[C@@H](n3ccc(N)nc3=O)[C@H](O)[C@@H]2O)cc1OC	-1%	-9	-2%
Cc1ccc(C(c2nnnn2Cc2ccccc2)N2CCN(Cc3ccncc3)CC2)cc1 (stereo not drawn)	-1%	-2	-4%
Cc1cc(F)ccc1C(O)c1ncc(-c2ccc3ccccc3c2)[nH]1 (stereo not drawn)	5%	-6	-3%
CCOc1ccc2nc(S(=O)(=O)NC(=O)C3(C)CCN3C(=O)c3cc(C)n(C)n3)sc2c1 (stereo not drawn)	-2%	-67*	-2%
CC(=O)NCC1(c2ccccc2)CCN(CC2COc3ccccc3O2)CC1 (stereo not drawn)	-4%	-1	-2%
Cn1nc(C(C)(C)C)cc1NC(=O)C1(C)CCN1C(=O)Cc1ccc(-c2ccccc2)cc1 (stereo not drawn)	-3%	1	-3%
CC(C)NC(=O)c1csc([C@@H]2O[C@H](CO)[C@H](O)[C@H](O)[C@H]2O)n1	0%	-8	-1%
CCNC(=O)C1(C)CCCN(Cc2cccc3ccccc23)C1 (stereo not drawn)	-2%	-5	-1%
Cc1ccc(F)cc1C(=O)N1CCCCC1c1cc(C(=O)NCc2ccccc2)no1 (stereo not drawn)	-3%	-4	-1%
CC1(C(=O)Nc2ccc3c(c2)OCO3)CCN1C(=O)c1ccccc1 (stereo not drawn)	-3%	-9	-6%
CCCCCCCCCC[n+]1cccc2cc(Cl)ccc21	-3%	-21	-18%
CS(=O)(=O)N1CCCCC1c1cc(C(=O)Nc2cccc(C#N)c2)no1 (stereo not drawn)	4%	-6	4%
COc1cccc(NC(=O)C2(C)CCN2C(=O)CC2CC2)c1 (stereo not drawn)	1%	5	-6%
CCN(CC)c1ccc(/C=C/c2cc(Cl)nc3ccccc23)cc1	-1%	1	?
Cc1ccccc1-c1cc2nc(Oc3cccc(F)c3)n(C)c(=O)c2s1	-2%	1	-5%
COc1cccc(CNC(=S)Nc2ccc3c(c2)c(=O)n(C)n3Cc2ccc(F)cc2)c1	-3%	-1	-3%
COc1ccc(C(C)=O)cc1Cn1c(C)c(C(=O)NCc2cccc(Cl)c2)sc1=O	4%	-3	-2%
OC[C@@H]1CN(Cc2ccc(F)cc2)C[C@H](n2cnc3c(Nc4ccccc4)ncnc32)O1	-1%	-6	-4%
CCC(CC)C(=O)N(C)c1c(C)nc2c(OCc3ccccc3C)cccn12	-4%	-5	-3%
COCCNC(=O)C1(C)CCN(C(=O)c2sccc2C)C1 (stereo not drawn)	-2%	-2	3%
CCCCNS(=O)(=O)c1cccc(NC(=O)[C@H]2C[C@H](O)[C@@H](CO)O2)c1	1%	-11	0%
CCOc1ccc(Cl)cc1-c1cc(C(=O)Nc2ccc(F)cc2)[nH]n1	-1%	-4	-8%
COc1cccc(-c2cnc(C(O)c3ccc(C)c(F)c3)[nH]2)c1 (stereo not drawn)	-1%	-8	6%
CCN(CC)C(=O)c1cccc(-c2csc(C(O)c3ccc(F)c(F)c3)n2)c1 (stereo not drawn)	-2%	0	-6%
CCCS(=O)(=O)NC(=O)C1(C)CCCN(C(=O)c2cc(F)ccc2C)C1 (stereo not drawn)	-2%	-3	3%
COc1ccc(-c2ccc(C(=O)NCCN3CCOCC3)c3occc23)c(C)c1	-4%	-3	-13%
CCc1nc2c(OCc3ccccc3C)cccn2c1N(C)C(=O)c1ccco1	-4%	12	-9%
CC1(C(=O)NS(=O)(=O)c2ccccc2Cl)CCN1C(=O)c1ccccc1 (stereo not drawn)	-2%	-13	1%
c1ccc(Oc2ccccc2-c2cc(NCCc3cccnc3)n3nccc3n2)cc1	-1%	-3	0%
COc1cccc(C(C)(O)c2nc(-c3cc(F)cc(F)c3)cs2)c1 (stereo not drawn)	-5%	-1	1%

Part of the list above with just LDHA block.
compound	LDHA block
CS(=O)(=O)N1CCCCC1c1cc(C(=O)Nc2cccc(C#N)c2)no1 (stereo not drawn)	-6
Cc1ccc(F)cc1C(=O)N1CCCCC1c1cc(C(=O)NCc2ccccc2)no1 (stereo not drawn)	-4
COc1cccc(CNC(=S)Nc2ccc3c(c2)c(=O)n(C)n3Cc2ccc(F)cc2)c1	-1

Continued:
SMILES	GRP78 ERSR act	LDHA block	Vif-A3G inh
Cc1ccc(S(=O)(=O)NC(=O)C2(C)CCN2C(=O)c2ccccc2CCc2ccccc2)nc1 (stereo not drawn)	2%	-6	-7%
CN(C)CCN(C)C1CN(Cc2ccccc2)S(=O)(=O)C1 (stereo not drawn)	-2%	-11	0%
CCOC(=O)C1CCCN(C(=O)c2cc(C(C)(C)C)nn2C)CC1 (stereo not drawn)	-2%	-8	-1%
Cc1cn([C@H]2C[C@H](O)[C@@H](/C=C/C(=O)NCc3ccc(N(C)C)cc3)O2)c(=O)[nH]c1=O	-2%	-5	0%
OCC[C@@H]1C[C@H](O)[C@@H](O)[C@]2(OCc3ccc(CO)cc32)O1	-6%	-8	-3%
O=C(NCCC1=CCCCC1)c1[nH]c(C(F)(F)F)nc1-c1ccccc1	-3%	-7	1%
COCCNc1nc(NCCNC(C)=O)c2sc(-c3ccccc3)cc2n1	-5%	-2	-1%
COc1cc2ccccc2cc1C(=O)OCC(=O)Nc1ccc(Br)cc1	-3%	2	-14%
CCOC1=C2[C@@H](CN(S(=O)(=O)c3ccccc3)[C@H]2c2ccccc2)[C@H]2C(=O)N(c3ccccc3)C(=O)[C@H]2C1	18%	-6	-1%
CCCS(=O)(=O)NC(=O)C1(C)CCN(C(=O)c2ccc(C(=O)OC)cc2)C1 (stereo not drawn)	0%	-9	-3%
CC1(C(=O)Nc2ccc3[nH]ncc3c2)CCN1C(=O)C1(c2ccccc2)CC1 (stereo not drawn)	-5%	-3	-3%
Brc1ccc(-c2nc3ccc(Br)cn3c2Cc2ccccc2)cc1	0%	-14	-18%

Next part, starting with the last 6 of the part before.
SMILES	GRP78 ERSR act	LDHA block	Vif-A3G inh
COCCNc1nc(NCCNC(C)=O)c2sc(-c3ccccc3)cc2n1	-5%	-2	-1%
COc1cc2ccccc2cc1C(=O)OCC(=O)Nc1ccc(Br)cc1	-3%	2	-14%
CCOC1=C2[C@@H](CN(S(=O)(=O)c3ccccc3)[C@H]2c2ccccc2)[C@H]2C(=O)N(c3ccccc3)C(=O)[C@H]2C1	18%	-6	-1%
CCCS(=O)(=O)NC(=O)C1(C)CCN(C(=O)c2ccc(C(=O)OC)cc2)C1 (stereo not drawn)	0%	-9	-3%
CC1(C(=O)Nc2ccc3[nH]ncc3c2)CCN1C(=O)C1(c2ccccc2)CC1 (stereo not drawn)	-5%	-3	-3%
Brc1ccc(-c2nc3ccc(Br)cn3c2Cc2ccccc2)cc1	0%	-14	-18%
COc1cc(Cl)ccc1OC1(C)CCN(Cc2ccc3ccccc3c2)C1 (stereo not drawn)	-3%	1	-5%
COc1cccc(/C=C/c2nc3ccccc3nc2/C=C/c2cccc(OC)c2OC)c1OC	1%	12	-2%
O=C(OCc1ccccc1)N1CCC2CC1c1cc(N3CCN(C(=S)NCCc4ccccc4)CC3)ccc12 (stereo not drawn)	-1%	-20	2%
Cc1ccc(C(=O)N2CCCC2(C)C(=O)NCC(C)C)cc1F (stereo not drawn)	-2%	-2	3%
CC(C)(C)NC(=O)COC(=O)CNC(=O)C1CCCCC1	1%	-9	-2%
COCCNC(=O)C1(C)CCCN(Cc2ccc(Cl)nc2)C1 (stereo not drawn)	1%	-2	2%
COc1c(C)cc(C(O)c2ncc(-c3ccccc3Cl)[nH]2)cc1C (stereo not drawn)	-2%	-5	?
O=C(Nc1c(-c2ccc3c(c2)OCO3)[nH][nH]c1=O)c1cccc(C(F)(F)F)c1	-1%	7	-5%
CC(C)c1ccc(CC(=O)N2CCC2(C)C(=O)NS(=O)(=O)c2cccc(C#N)c2)cc1 (stereo not drawn)	2%	-3	0%
COc1ccc2oc3c(ccc[n+]3C)c(=O)c2c1	-2%	-19	-4%
CC(=O)Nc1ccc(/C=C/c2ccnc3ccccc23)cc1	-2%	0	-15%
Cc1cccc(OCC(=O)Nc2cc(C)c(O)c(-c3nc4ccccc4o3)c2)c1	1%	2	1%
CC1(C(=O)NCc2ccc3c(c2)OCO3)CCN1C(=O)C1(c2ccc(Cl)cc2)CC1 (stereo not drawn)	-3%	-11	1%
COc1ccc(C2Nc3ccccc3C(=O)N2Cc2ccco2)cc1OC (stereo not drawn)	4%	5	-6%
COc1ccc(-c2cc(C(=O)Nc3ccc(NC(C)=O)cc3)[nH]n2)c(C)c1	4%	-4	-10%
O=C(NC(c1ccc2ccccc2n1)c1cccs1)C1CCN(Cc2cccc(C(F)(F)F)c2)CC1 (stereo not drawn)	-1%	-6	-11%
CCc1nc2ccc(C(=O)N(CC)CCN(C)C)cn2c1N(C)C(=O)C1CCCCC1	-2%	-1	-3%
Nc1ncnc2c1ncn2[C@@H]1O[C@H](C(=O)NCCCN2CCCC2=O)[C@@H](O)[C@H]1O	-2%	-6	0%
CC(=O)Nc1cccc(C(=O)OCC(=O)NC(=O)C2CCCCC2)c1	-2%	2	1%
COc1ccc(CNC(=O)c2sc(=O)n(Cc3ccc(-c4ccccc4)cc3)c2C)cc1OC	0%	-10	1%

Not all compounds are listed. The share of hits here may be higher or lower than overall.
